# Screening data from PubChem BioAssay.
# Efa HMGR inh: blocks class II HMG-CoA reductase of Enterococcus faecalis | AID 1066 | 0.41% of 190,000 active | inhibition, % at 10 µM | purified E. faecalis HMGR, NADPH absorbance 340 nm kinetic;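 active = inhibition above a set limit, the median over all tested compounds plus 3 SD, cut at about 9.5% in these data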;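 also: enzyme runs in reverse so mevalonate oxidation gives rising NADPH absorbance; 0% = complete reaction with DMSO and 100% = background rate lacking mevalonate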
# TNAP inh hi DEA: inhibitors of human TNAP at high phosphate acceptor concentration | P05186 | inhibition, % at 20 µM | purified TNAP, CDP-star luminescence, 1 M DEA | 0.03% of 200,000 active | AID 1135;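 active = over 50% inhibition of tissue-nonspecific alkaline phosphatase at 20 µM in the single-dose screen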;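 also: plate controls were DMSO wells for no effect and EDTA-quenched wells as full inhibition for full effect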
# Lmaj promast: inhibitors of Leishmania major promastigote growth; 9% of 200,000 active; Leishmania major promastigotes, resazurin fluorescence viability; inhibition, % at 10 µM; in the data active = inhibition above about 50%;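 also: promastigotes grown with compound for 44 hours at 28 °C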
# PMI act satM6P: PMI (human) activation, high substrate | coupled PMI enzyme assay, resazurin fluorescence, 20 min; stronger effect = higher value; 1 = untreated enzyme, 0 = substrate-free blank | activation factor at 20 µM | AID 1216 | 0.34% of 190,000 active;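 active = activation factor of 2 or more at 20 µM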
# Target sequence (P34949 whole entry, looked up): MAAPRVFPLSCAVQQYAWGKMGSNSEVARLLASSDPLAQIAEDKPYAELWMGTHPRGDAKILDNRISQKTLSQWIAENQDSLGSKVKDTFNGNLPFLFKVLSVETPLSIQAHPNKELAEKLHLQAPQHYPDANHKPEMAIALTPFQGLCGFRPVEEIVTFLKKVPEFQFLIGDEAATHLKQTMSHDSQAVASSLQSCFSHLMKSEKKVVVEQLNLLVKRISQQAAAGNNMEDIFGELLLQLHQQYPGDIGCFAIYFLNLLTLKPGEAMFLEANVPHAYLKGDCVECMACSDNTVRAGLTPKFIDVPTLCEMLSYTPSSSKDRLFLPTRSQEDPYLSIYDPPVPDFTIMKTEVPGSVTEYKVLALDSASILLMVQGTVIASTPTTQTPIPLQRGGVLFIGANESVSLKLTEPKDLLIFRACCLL
#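 Technique: Diaphorase-driven resazurin-to-resorufin fluorescence, excitation 544, emission 590 nm | Assay system: Human PMI in coupled enzyme assay | Times: Enzyme reaction with compound 20 min at room temperature | Medium: HEPES-buffered pH 7.4 with magnesium and detergent | Reagent: Mannose-6-phosphate 1.0 mM (near-saturating) plus 0.22 mM NADP+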
# RAM inhibit: blocks the yeast RAM network; 1.8% of 190,000 active; inhibition, % at 50 µM; S. cerevisiae dse1pr::URA3 reporter, 5-FOA growth OD615, 2 d; analog-sensitive cbk1-as2 kinase mutant strain;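 active = inhibition above a set limit, 3 SD over mean compound inhibition, cut at about 8.4% in these data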;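 also: 0% = DMSO-only wells with no growth and 100% = 10 µM 1-NA-PP1 full growth; inhibition rescues growth on 5-FOA so higher OD means more RAM inhibition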
# Hsp70 act: Hsp70 transcriptional activation, primary screen; HeLa Hsp70 promoter luciferase reporter, luminescence; scaled: vehicle 0, proteasome-inhibitor control 100%; activation, % at 10 µM; 0.04% of 200,000 active; AID 1203;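 active = activation above the mean across all tested compounds plus 3 SD, cutoff set per campaign, cut at about 5.5% in these data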;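 also: 100% = MG132 at 30 µM as the positive control and 0% = DMSO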
# TNAP inh noacc: TNAP (human) inhibition, acceptor-free conditions; P05186; inhibition, % at 20 µM; purified TNAP, CDP-star luminescence, 30 min; 0.26% of 200,000 active;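 active = tissue-nonspecific alkaline phosphatase inhibition above about 50% at 20 µM in the single-dose screen, limit read from the data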;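 also: 0% = DMSO negative control and 100% = EDTA positive control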
# S1P3 antag: S1P3 (human) receptor antagonism | inhibition, % at 4.98 µM | Q99500 | CHO S1P3 NFAT-BLA reporter, FRET fluorescence, antagonist mode | 0.27% of 170,000 active | AID 485;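 active = inhibition above the plate cutoff, the mean inhibition of test wells on that plate plus 3 SD, cut at about 28% in these data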;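 also: cells challenged with S1P at its EC80 of 0.8 µM; blue over green emission ratio from cleaved BLA substrate after 4 h stimulation; 0% = S1P-stimulated wells and 100% = unstimulated DMSO-only wells; some compounds past the cut are filed as inactive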
# Target sequence (Q99500 whole entry, looked up): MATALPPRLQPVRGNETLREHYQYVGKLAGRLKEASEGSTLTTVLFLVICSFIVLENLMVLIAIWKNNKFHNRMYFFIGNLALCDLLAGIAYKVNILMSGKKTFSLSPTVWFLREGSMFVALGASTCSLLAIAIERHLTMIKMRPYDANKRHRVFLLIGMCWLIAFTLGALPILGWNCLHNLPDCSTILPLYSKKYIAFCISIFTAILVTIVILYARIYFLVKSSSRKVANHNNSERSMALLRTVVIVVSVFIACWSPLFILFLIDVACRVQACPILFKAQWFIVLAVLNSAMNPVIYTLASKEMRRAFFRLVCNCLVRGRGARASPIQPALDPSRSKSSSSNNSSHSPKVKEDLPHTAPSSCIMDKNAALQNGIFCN
# DTT redox prof: compounds producing H2O2 with reducing agent – biochemical, NIH compound library profiling, artefact control for MLSCN library redox annotation, primary screen | DTT-dependent redox cycling H2O2, phenol red/HRP absorbance; 100% = 100 µM peroxide control, 0% = buffer | activation, % at 10 µM | 0.03% of 200,000 active;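 active = activation of at least 50% relative to the plate's high and low controls in the primary single-dose screen; inactive = activation below 50%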;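 also: compound incubated with DTT at 0.8 mM final as the reducing agent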
# PMI act: phosphomannose isomerase (human) activation. P34949. purified human PMI, coupled resazurin fluorescence, 20 min; stronger effect = higher value; 1 = vehicle control, 0 substrate-free wells. activation factor at 20 µM. 0.005% of 190,000 active. AID 1214;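 active = activation factor of 2 or more at 20 µM, relative to plate controls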
# An asterisk follows results filed as active; . = not tested or not shown.
SMILES,Efa HMGR inh,TNAP inh hi DEA,Lmaj promast,PMI act satM6P,RAM inhibit,Hsp70 act,TNAP inh noacc,S1P3 antag,DTT redox prof,PMI act
C=CCNC(=S)NNC(=O)CCC(O)CCCCC (stereo unspecified),-2.6,-6.5,-3.4,1,1.2,-0.1,-10.6,.,-0.1,1.1
O=C(O)c1cc(Cl)ccc1NC(=O)C1CCCO1 (stereo unspecified),-2.2,0.0,-12.1,1,1.6,-0.3,-8.5,-31.5,3.0,0.9
O=C(NC1CCCCC1)C1CCN(S(=O)(=O)N2CCOCC2)CC1,-2.5,-4.3,-1.1,1.1,0.3,0.0,-14.8,-11.2,1.6,1.1
CC(=O)OCCCn1c(C)[n+](C)c2cc(Cl)c(Cl)cc21,-0.6,-6.4,-0.8,1.4,1.8,-0.2,-8.7,-12.9,0.3,1.3
CCn1cc(C(=O)NCc2ccc(Cl)cc2)c(=O)c2cc(S(=O)(=O)N3CCOCC3)ccc21,-5.3,-0.8,-8.4,0.9,3.2,-0.2,-14.7,-15.0,-2.6,0.9
O=C(CNC(=S)N(Cc1ccccc1)Cc1ccccc1F)NCc1ccc(Cl)cc1,-2.4,-3.4,7.5,1,16.4*,-0.4,-21.0,5.4,-0.2,0.9
COc1cccc(/C=C/C(=O)OCC(=O)NCc2ccc(Cl)cc2)c1,0.4,-1.9,-5.6,1,4.1,0.7,-8.9,-5.4,0.7,1
O=C(Cn1cnc2c(nnn2Cc2ccccc2)c1=O)c1ccc(Cl)cc1,-0.5,0.2,-9.9,1,2.7,-0.3,-0.4,-11.4,-0.5,1.1
CCCCN1c2ccccc2N(CCCO)c2cc(C)nnc21,-8.4,-3.3,26.8,1,2.1,0.3,-11.4,-1.7,2.7,1
Cc1cc([N+](=O)[O-])nn1CC(=O)N1CCN(Cc2ccccc2)CC1,-3.5,-5.0,6.8,1,-0.3,0.1,-11.6,-2.0,-1.1,1
Cc1occc1C(=O)Nc1c(F)cc(F)cc1Br,0.2,-7.5,10.3,1.1,2.3,-0.5,-3.6,12.2,-1.9,1
CC(C)=CCN1CCN(CCC2=C(C)CCCC2(C)C)CC1CCO (stereo unspecified),1.1,-3.1,80.2*,1.1,-0.6,0.0,-0.3,1.1,-0.9,1
Cc1ccccc1Cn1c(Cc2ccccc2)nc2ccccc21,-4.9,-4.5,47.0,1,1.2,-0.4,-7.0,.,2.2,1
CC(=O)NCC(=O)OCC(=O)c1ccc(C)c(C)c1,-6.3,-2.1,-5.2,1.1,0.8,-0.1,-6.1,-8.3,-0.7,1
O=C(C1CCCN(S(=O)(=O)c2ccccc2[N+](=O)[O-])C1)N1CCCC1 (stereo unspecified),0.2,-0.4,-3.5,0.9,-0.1,-0.2,-15.3,-12.1,-0.1,0.8
O=C1CCCCCN1CSc1nc2ccccc2s1,-10.4,-5.9,6.8,0.9,2.5,-0.3,-9.6,2.4,3.0,0.9
CCOC(=O)CSc1c(-c2ccccc2)c2cc(Cl)ccc2[nH]c1=O,-3.3,1.7,3.1,1,-0.2,-0.5,-14.1,12.5,0.5,0.9
CC1CC2=C(CC1/C=N/NC(N)=S)C(C)(C)CCC2 (stereo unspecified),-1.8,20.7,100.5*,0.9,-0.3,-0.5,-0.6,.,-0.2,0.8
Cc1ccc(S(=O)(=O)N2CCOCC2)cc1C(=O)NNC(=O)c1ccoc1C,1.9,-3.1,-4.3,1,0.7,1.2,-18.5,-8.7,0.1,1
Cc1ccc(OCC(=O)OC2CCS(=O)(=O)C2)cc1 (stereo unspecified),-0.9,-5.5,-11.5,1,1.8,-0.5,-10.6,-7.9,1.8,1.1
CCN(C#N)c1nc(N(C)C)nc(N(C)C)n1,0.9,-1.2,-2.9,1,0.1,-0.2,-11.1,-10.9,2.0,1
CC(C)c1cccc(O)c(=O)c1,-2.0,-2.7,-8.8,1.1,-1.8,0.6,-8.7,-14.7,-0.3,1
O=C(O)CSc1c[nH]c2ccccc12,1.9,-4.8,-2.5,1,0.5,-0.1,-8.2,.,0.8,0.9
Cc1cc2nc(SCCN3CCOCC3)[nH]c2cc1C,0.5,4.5,7.9,1.3,1.9,0.0,4.0,.,0.9,1.2
COC(=O)c1cccc(NC(=S)NCCC2=CCCCC2)c1,-3.0,-6.0,5.7,1,2.8,-0.5,-9.1,.,0.9,1
# (next part)
SMILES,Efa HMGR inh,TNAP inh hi DEA,Lmaj promast,PMI act satM6P,RAM inhibit,Hsp70 act,TNAP inh noacc,S1P3 antag,DTT redox prof,PMI act
Cc1cnc(C(=O)Nc2ccccc2C(=O)N2CCOCC2)cn1,-1.7,2.8,-6.0,1,1.1,-0.4,-6.7,10.4,-1.0,0.9
CCc1ccc2c(c1)c1nnc(NN)nc1n2CC,-2.6,9.8,43.6,1.1,0.5,-0.3,23.2,13.0,-0.4,0.9
CCOC(=O)c1c(NC(=O)C2COc3ccccc3O2)sc(C)c1C (stereo unspecified),-2.9,-4.4,10.0,1,5.2,0.0,-9.1,.,0.5,0.9
O=C(CC(=O)NC1CCCCC1)N/N=C/c1cccc2ccccc12,-0.8,0.3,-5.3,0.9,4.0,-0.2,-11.2,.,-1.3,0.9
CCOC(=O)C1CCCN(C(=O)COC(=O)C2=COCCO2)C1 (stereo unspecified),-3.5,0.1,-1.4,0.9,0.5,-0.7,-6.7,-2.2,-0.1,0.9
Cc1ccc(-n2c(C)nc3oc4ccccc4c(=O)c3c2=O)cc1,0.2,-1.6,13.9,.,0.1,-0.3,-5.7,-11.1,2.3,.
CCOC(=O)c1c(N)nn(C(=O)C(C)C)c1-c1ccccc1,-9.3,-5.4,0.4,1,-1.1,-0.1,-3.8,-14.3,0.9,1.1
COc1ccc(Cn2c(CCC(=O)Nc3ccc(CC#N)cc3)nc3cccnc32)cc1,-3.1,-9.5,4.9,1,0.6,-0.2,-15.3,-32.7,0.1,1
COc1cccc(C2N(c3cccc(Cl)c3)C(=O)C3CCCN32)c1OC (stereo unspecified),1.2,-3.0,22.6,0.7,0.9,-0.4,-10.7,-8.5,-1.4,0.9
COc1ccc(CC(C)N2CCN(c3cccc(C(F)(F)F)c3)CC2)cc1OC (stereo unspecified),-10.0,-5.8,37.9,1,1.4,-0.2,-9.2,.,0.0,0.9
CCc1ccc(C(=O)COC(=O)c2cccnc2Cl)cc1,-0.8,-3.1,-5.0,1.1,-1.4,-0.3,-5.2,-2.0,0.9,1.2
CCOC(=O)CNC(=O)CSc1nc(-c2ccccc2)ns1,-1.7,-2.5,-11.6,1,0.5,-0.2,-14.7,-15.7,-0.4,0.7
CC1=C(C(N)=O)C(c2cccc(OCc3ccccc3)c2)n2nnnc2N1 (stereo unspecified),-1.5,-2.1,30.4,1.1,2.7,-0.3,-6.8,-14.3,-0.1,1
CCC(C)C(=O)Nc1nc(C)c(-c2csc(Nc3ccc(Cl)cc3)n2)s1 (stereo unspecified),-2.1,-3.2,33.6,0.7,3.3,0.0,-7.4,.,11.2,0.6
Nc1nnc(N2CCCCCC2)s1,-11.0,-1.4,1.8,0.9,0.5,0.2,-8.3,.,-0.1,1
Cc1ccc(S(=O)(=O)N2c3ccccc3CC2C)cc1 (stereo unspecified),-8.0,-7.2,12.2,0.9,0.1,-0.3,-16.3,5.8,-0.7,0.9
Cc1cccc2cc(C(c3nnnn3Cc3ccc4c(c3)OCO4)N3CCCC3)c(=O)[nH]c12 (stereo unspecified),-1.2,-6.7,11.3,1.3,0.9,-0.1,-7.0,-17.1,2.2,1.1
O=C(c1ccc2c(c1)OCO2)N1CCNc2ccccc2C1,-10.1,-3.1,3.3,0.9,2.5,-0.2,-8.2,-23.5,2.9,0.9
CCOc1c2ccc(C(=O)NCCc3cccs3)cc2nn1CC,-2.7,-3.8,2.2,1.1,1.4,0.1,-4.2,.,-4.4,1
COc1cc(C2NC(=O)NC(C)=C2C(=O)OC(C)C)ccc1OC(=O)c1ccco1 (stereo unspecified),3.3,-2.1,0.0,0.9,4.0,-0.1,-8.7,.,-0.7,1
O=C1CCC(C(=O)OCc2cc(Cl)ccc2OC(F)F)N1 (stereo unspecified),-10.1,-2.8,-5.8,0.9,0.8,-0.3,-6.2,14.9,0.1,0.9
COc1ccc(S(=O)(=O)N(NC2=NS(=O)(=O)c3ccccc32)C(=O)C(C)C)cc1,10.6*,-4.0,-6.1,1,3.0,0.2,-7.9,-2.4,0.0,1.2
CC(C)C(NS(=O)(=O)c1ccc2c(c1)oc(=O)n2C)C(=O)N1CCN(Cc2ccccc2)CC1 (stereo unspecified),-0.4,-2.1,-6.9,1,2.1,0.0,20.3,-21.8,-0.9,1.1
CCOc1ccc(NC(=S)c2ccncc2)cc1,-1.5,3.0,-8.4,1,0.0,0.1,-3.9,4.9,0.0,1
Nc1ccn(Cc2cccc(F)c2)n1,-1.3,-1.6,-5.2,1,2.1,-0.1,-5.0,-21.4,0.1,1

# Of the compounds above, 2 contain a cyano group:
SMILES,Efa HMGR inh,TNAP inh hi DEA,Lmaj promast,PMI act satM6P,RAM inhibit,Hsp70 act,TNAP inh noacc,S1P3 antag,DTT redox prof,PMI act
CCN(C#N)c1nc(N(C)C)nc(N(C)C)n1,0.9,-1.2,-2.9,1,0.1,-0.2,-11.1,-10.9,2.0,1
COc1ccc(Cn2c(CCC(=O)Nc3ccc(CC#N)cc3)nc3cccnc32)cc1,-3.1,-9.5,4.9,1,0.6,-0.2,-15.3,-32.7,0.1,1

# (continued)
SMILES,Efa HMGR inh,TNAP inh hi DEA,Lmaj promast,PMI act satM6P,RAM inhibit,Hsp70 act,TNAP inh noacc,S1P3 antag,DTT redox prof,PMI act
O=[N+]([O-])c1ccc2oc(-c3ccccc3)nc2c1,1.5,1.3,-6.8,1.1,2.1,0.3,-6.8,1.4,1.4,1
COc1cc(/C=N/n2cnnc2)ccc1OCc1ccc(C)cc1,0.7,-5.6,96.2*,1,6.7,0.0,-5.0,.,0.2,0.9
Cc1cc(/C=C2/NC(=O)NC2=O)c(C)n1-c1ccc(N2CCOCC2)cc1,-0.9,-2.7,31.7,0.8,3.7,0.1,2.3,-4.3,0.0,1
O=[n+]1c2c(n([O-])c3c1CCCC3)CCCC2,-10.4,-7.5,-4.1,1,0.7,0.0,-5.7,-7.8,3.8,1
CC(C)(C)NC(=O)Cn1c(=O)oc2cc(S(=O)(=O)N3CCc4ccccc43)ccc21,-2.0,-0.3,98.4*,1,0.2,-0.4,10.4,-33.3,0.4,1
COc1ccc2c(c1)C(=O)OC2CC(=O)O (stereo unspecified),-4.5,-4.2,11.9,0.9,1.1,-0.3,-11.1,-7.7,1.7,1
O=C(NCCCN1CCOCC1)C(C(=O)c1ccccc1)n1ccccc1=O (stereo unspecified),0.1,-1.2,-5.3,0.9,0.3,-0.2,-2.1,-5.5,-2.5,1
COc1ccccc1NC(=O)C(C)NS(=O)(=O)c1ccccc1 (stereo unspecified),-2.4,-2.6,-2.6,0.9,2.1,-0.6,-11.2,29.2,0.0,0.8
COc1ccc(OC(=O)c2cc(S(=O)(=O)N3CCCC3)ccc2Cl)cc1,1.5,-2.8,10.8,0.9,2.3,-0.1,-5.2,.,0.2,0.8
